# KCNQ2 block: KCNQ2 channel blockers in CHO-K1 cells – cell-based, FluxOR thallium flux, B-score, primary screen (AID 2156); O88943; 20 min; stronger effect = lower value; B-score at 10 µM; 1.1% of 310,000 active;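 active = fluorescence ratio B-score at most minus 3 library SDs, with starting brightness B-score within 2 library SDs, cut at about -5.5 in these data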
# Target sequence (O88943 whole entry, looked up): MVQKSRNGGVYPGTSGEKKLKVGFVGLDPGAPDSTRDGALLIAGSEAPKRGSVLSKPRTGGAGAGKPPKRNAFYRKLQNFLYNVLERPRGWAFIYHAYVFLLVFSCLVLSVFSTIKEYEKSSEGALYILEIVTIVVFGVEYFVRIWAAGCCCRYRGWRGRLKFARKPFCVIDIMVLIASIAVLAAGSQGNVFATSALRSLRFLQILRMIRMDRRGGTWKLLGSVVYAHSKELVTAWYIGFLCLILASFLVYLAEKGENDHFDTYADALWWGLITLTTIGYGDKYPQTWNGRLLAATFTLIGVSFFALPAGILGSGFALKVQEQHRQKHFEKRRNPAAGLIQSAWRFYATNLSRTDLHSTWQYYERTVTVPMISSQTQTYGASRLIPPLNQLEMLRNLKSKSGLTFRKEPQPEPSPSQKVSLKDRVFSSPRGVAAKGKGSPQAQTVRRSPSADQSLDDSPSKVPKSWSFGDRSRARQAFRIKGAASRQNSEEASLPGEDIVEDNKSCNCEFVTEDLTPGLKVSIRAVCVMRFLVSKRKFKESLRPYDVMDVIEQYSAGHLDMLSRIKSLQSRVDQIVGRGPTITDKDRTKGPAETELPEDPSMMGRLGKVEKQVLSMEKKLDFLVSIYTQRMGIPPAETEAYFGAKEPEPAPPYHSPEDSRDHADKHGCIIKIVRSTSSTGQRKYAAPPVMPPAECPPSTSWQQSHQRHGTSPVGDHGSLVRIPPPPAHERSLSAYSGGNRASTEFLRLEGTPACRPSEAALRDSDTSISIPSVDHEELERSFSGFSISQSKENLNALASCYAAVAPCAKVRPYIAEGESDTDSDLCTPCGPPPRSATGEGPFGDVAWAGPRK
# STK33 kinase inh: blocks human STK33 kinase activity; 0.073% of 320,000 active; inhibition, % at 10 µM; purified STK33, MBP phosphorylation, ADP-Glo luminescence;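 active = inhibition at or above 25%, using the most active replicate where run in duplicate; inactive = inhibition below 25%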
# OX1R antag: blocks the human orexin 1 receptor; 1.8% of 330,000 active; OX1R-expressing cells, FRET antagonist read-out; inhibition, % at 6.6 µM; AID 485270; O43613; in the data active = inhibition mostly above about 38%, no sharp cut-off; inactive = mostly below about 40%;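 also: 0% = agonist challenge alone and 100% = reference antagonist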
# An asterisk follows results filed as active; i = inactive; / = not tested or not shown. Rows are unselected; 2.7% or so of the library scored in one or more.
SMILES,KCNQ2 block,STK33 kinase inh,OX1R antag
CCn1c2ccccc2c2cc(NC(=O)COC(=O)c3ccccc3O)ccc21,i,-1.4,4
CCCCCCOc1ccc(C(=O)NCCCn2ccnc2)cc1,i,0.5,13
O=C(Nc1ccc(O)c(C(=O)O)c1)c1cccc(NC(=O)c2ccco2)c1,i,-1.0,2
Cc1cccc(C)c1OCc1n[nH]c(=S)n1N,i,-0.4,34
CCOc1ccc(-n2c(-c3ccccc3)c[nH]c2=S)cc1,i,0.1,18
O=C(CNC(=O)Cc1ccccc1)NCC(=O)OCc1ccccc1,i,-2.9,16
CCOC(=O)c1c(NC(=O)CN2C(=O)NC3(CCCCC3C)C2=O)sc(C(=O)N(C)C)c1C (stereo not given),i,-0.6,18
COc1ccccc1Oc1ncnc2c1cnn2-c1ccccc1,i,-0.8,26
CC(C)c1nnc(NC(=O)Cc2cccs2)s1,i,0.4,9
COc1ccc(C)cc1NC(=O)CN1CCCN(S(=O)(=O)c2ccc(Br)cc2)CC1,i,0.1,24
COc1cccc(S(=O)(=O)Nc2ccc(C(=O)Nc3ccncc3)cc2)c1,i,1.0,10
COc1ccc(CNC(=O)C2CCCN2S(=O)(=O)c2ccccc2)cc1 (stereo not given),i,-1.0,23
Cc1cc(C)cc(C(=O)Nc2ccc(NC(=O)Cc3ccccc3)cc2)c1,i,-1.1,16
CCOC(=O)c1c(C(=O)OCC)c(C)n(N2C(=O)CSC2=S)c1C,i,-0.1,11
O=C(Nc1cccc(C2=NCCN2)c1)Nc1cccc(C2=NCCN2)c1,/,-1.6,10
COc1ccc(CNC(=O)CSc2nc(SC)ns2)cc1,i,-2.2,11
O=C(Cc1ccccc1)Nc1ccc(CN2CCOCC2)cc1,i,0.7,8
O=C(Nc1ccccc1)/C(=C/c1cccc(Br)c1)NC(=O)c1ccco1,i,0.4,23
CCOC(=O)C1=C(O)/C(=C/c2ccc(OCC(=O)O)c(OC)c2)SC1=Nc1ccc(OCC)cc1,i,-2.5,14
CCc1ccc(NC(=S)NC2CC3CCC(C2)N3Cc2ccco2)cc1 (stereo not given),i,-2.5,-5
O=C(Cc1c[nH]c2ccccc12)NCC(=O)Nc1ccc(F)c(F)c1F,/,-1.1,1
COCCn1c(-c2ccc(OC)cc2)nc2oc3cc(OC)ccc3c(=O)c2c1=O,i,-2.6,0
Cc1cc(C)cc(OCC(=O)NC2=NCCS2)c1,i,-4.0,11
CCCCc1c(C)nc(N2CCCC2)[nH]c1=O,i,-0.4,5
CCN(CC)c1ccc(NC(=O)CCc2nnc3ccc(N4CCCCC4)nn23)c(C)c1,i,/,9
S=c1[nH]nc(-c2cccnc2)n1Cc1ccccc1,i,0.0,-18
O=C(CSc1nnc(-c2ccco2)o1)NCCc1ccccc1,/,0.0,7
Cc1onc(-c2ccccc2)c1C(=O)N/N=C/c1ccc([N+](=O)[O-])c(O)c1,i,0.7,35
N#CCSc1nnc(Nc2ccccc2)s1,i,0.5,11
COc1cccc(C(=O)Nc2cc([N+](=O)[O-])ccc2N2CCN(C)CC2)c1,i,-0.2,16
O=S(=O)(c1cnc[nH]1)N1CCN(c2ccccc2)CC1,i,0.8,8
CCOc1ccc(CNc2ncc(-c3ccccc3)n2C)cc1,i,0.7,40
O=C(COC(=O)c1ccncc1)Nc1cccc2ccccc12,/,-0.7,3
Cn1c(SCc2ccc(Cl)cc2)nnc1C1CC1,i,0.6,9
O=C(NCC(O)COc1ccc([N+](=O)[O-])cc1)c1ccccc1 (stereo not given),i,-0.8,1
CNC(=O)c1nnn(-c2ccccc2)c1C(=O)NC,i,-1.1,4
O=C(O)c1ccc(C2SCC(=O)N2Cc2ccco2)cc1 (stereo not given),i,-0.3,3
COC(=O)c1cc(C(=O)OCC(=O)Nc2cc(C)on2)cc([N+](=O)[O-])c1,i,-0.7,26
CCOc1ccc(NS(=O)(=O)c2ccc(Cl)c(C(=O)N(C)Cc3cccnc3)c2)cc1,/,-1.8,10
CN1CCN(C(=O)C2=C[C@H](C(C)(C)C)C[C@H](OCCCCO)O2)CC1,i,3.3,24
CCc1ccc(NS(=O)(=O)c2ccc3[nH]cc(C(=O)N4CCc5ccccc54)c(=O)c3c2)cc1,i,0.1,68
Cn1nc(-c2ccc(C(=O)N3CCN(Cc4ccccc4)CC3)cc2)c2ccccc2c1=O,i,2.7,10
Cc1ccc([N+](=O)[O-])cc1NC(=O)CSc1nnc(C)n1CC1CCCO1 (stereo not given),i,-2.5,27
Cn1c(=O)c2c(nc(OCc3cccnc3)n2Cc2ccccc2)n(C)c1=O,i,3.4,24
Oc1ccccc1CNCCCNCc1ccccc1O,i,/,5
Cc1onc(-c2ccccc2)c1C(=O)N1CCN(S(=O)(=O)c2ccccc2C(F)(F)F)CC1,i,-1.4,-1
CCC1=NN2C(=N)/C(=C\c3cccn3-c3ccc(C)cc3C)C(=O)N=C2S1,i,-0.7,19
Cc1cc(C)n(NC(=S)NC2CCCC2)c(=O)c1C#N,i,-0.7,8
Cc1cccc(Nc2nc(N)nc(CN3CCN(c4ccccc4)CC3)n2)c1,i,-0.6,17
Cc1cc(NC(=O)CCCC(=O)OCC(F)(F)C(F)F)cc(C)c1C(=O)O,i,-0.1,32
# New compounds follow:
SMILES,KCNQ2 block,STK33 kinase inh,OX1R antag
Cc1cc(C(=O)O[C@H]2[C@H](C)NS(=O)(=O)[C@H]3C[C@@H]4C=C[C@]23O4)cc([N+](=O)[O-])c1,/,-0.7,6
Cc1ccc(OCc2ccc(C(=O)Nc3cc(C)on3)o2)c([N+](=O)[O-])c1,i,-1.0,-7
COc1ccc(OC)c(NC(=O)N[C@@H](Cc2ccccc2)C(=O)O)c1,i,-1.1,10
CN1CN(C)c2ccc([N+](=O)[O-])c3cccc1c23,i,1.8,44*
CCOC(=O)N1CCN(C(=O)c2c(Cl)cnn2C)CC1,i,-2.9,/
CCc1cccc(CC)c1NC(=O)COC(=O)CCc1cc(OC)c(OC)c(OC)c1,i,/,14
CC(=O)CC(=O)Nc1nc(C)cc(C)n1,i,-0.9,12
Cc1ccc(C(C(=O)NC2CCCC2)N(C(=O)c2csnn2)c2cccc(F)c2)o1 (stereo not given),i,-0.3,13
COc1cccc(N=CC2=C(O)CCCC2=O)c1,i,-1.3,18
c1csc(-c2nnc(COc3ncnc4sccc34)o2)c1,i,-1.4,6
CSc1cccc(NC(=O)c2sc3nc4n(c(=O)c3c2C)CCC4)c1,i,0.1,37
COc1ccc(NC(=O)/C=C/C(=O)O)c(OC)c1,i,-1.0,12
Cc1cc(Br)ccc1NC(=O)CN(C)C(=O)C1CCN(C(=O)c2ccc(F)cc2)CC1,i,-2.0,5
C=CCNC(=O)C1CC(=O)N(c2ccc(OCC(=O)Nc3ccc(C)cc3)cc2)C1 (stereo not given),i,-1.0,13
O=C(CSCc1ccc(F)cc1)Nc1nc2c(s1)CCCC2,i,-0.3,16
CCSc1ccccc1C(=O)N1CCCC1,i,0.5,4
CC(NC(=O)CN1CCN(c2cccc(Cl)c2)CC1)c1ccccc1 (stereo not given),i,-3.1,6
Cc1ccc(N2C(=O)CCC2(C(N)=O)c2ccccc2)cc1 (stereo not given),i,1.1,12
COc1cccc(C(=O)NC(C)c2cccc3ccccc23)c1OC (stereo not given),i,0.8,15
CCC(=O)Nc1ccc(/C(C)=N\NS(=O)(=O)c2ccc(C)cc2)cc1,i,6.3,28
CC1CCCN(CCCN2C(=O)C3C(C(=O)Nc4cccc(Cl)c4)C4C=CC3(O4)C2C(=O)NC2CCCCC2)C1 (stereo not given),i,0.0,17
CCC1CCc2sc(C(=O)NCC3CCCO3)cc2C1 (stereo not given),/,-0.9,12
O=C(O)CC1=C(Nc2ccccc2)C(=O)N(c2ccccc2)C1c1ccc(F)cc1 (stereo not given),i,-2.0,-1
CC1(C)CC(=O)C=C(c2ccc3ncccc3c2)C1,/,7.0,10
Cc1ccc(S(=O)(=O)NC(CC(=O)O)c2ccccc2)cc1 (stereo not given),i,-0.9,9
CCN(CC(=O)N1CCCC1)S(=O)(=O)c1ccccc1,i,-2.2,/
O=C(CN(Cc1cccs1)C(=O)CNC(=O)c1ccco1)NC1CCCCC1,i,-0.3,10
COc1ccc(-c2sc(Nc3ccccc3)n[n+]2-c2ccccc2)cc1Br,/,3.1,17
Cc1ccc(Nc2nnc(SCC(=O)NCC3CCCO3)s2)cc1 (stereo not given),/,-1.4,2
c1ccc(-c2ccc(SCc3cccnc3)nn2)nc1,i,-0.3,12
COC(=O)c1ccc(Cl)c(NC(C)=O)c1,i,-0.9,-2
COc1cc(NS(=O)(=O)c2ccc(NC(=O)c3ccco3)cc2)nc(OC)n1,i,-0.3,19
COc1ccc(C(=O)Nc2nc(-c3ccc(OC)cc3)c(-c3ccc([N+](=O)[O-])cc3)s2)cc1,i,-4.2,4
Cc1[nH]n(-c2ccccc2)c(=O)c1Sc1ccc(Cl)cc1,i,0.1,18
S=c1[nH]nc(-c2ccncc2)n1/N=C/c1cccc(Cl)c1,i,0.2,10
N#C/C(=C\c1ccc(N2CCOCC2)o1)c1ccccc1,i,-0.2,10
COCc1cc(CN(C)C(=O)C2CCC(=O)N(Cc3cccc(OC)c3)C2)[nH]n1 (stereo not given),i,-0.3,1
Cc1ccc(C(=O)Nc2ccc3c4c(cccc24)CC3)cc1[N+](=O)[O-],i,-0.2,36
Cc1c(OCc2ccccc2)c(=O)ccn1Cc1ccccc1,i,-1.8,-3
CCSc1nnc(NC(=O)CSc2nc3c(c(=O)n2CC)SC(C)C3)s1 (stereo not given),i,0.7,7
CCN(C(=O)COC(=O)c1nc2nc(C)cc(C)n2n1)C1CCCCC1,i,-0.7,12
Cc1ccn2nc(C(=O)OCC(=O)N(CC(C)C)C3CCS(=O)(=O)C3)nc2n1 (stereo not given),/,0.1,4
CCOC(=O)c1cc2c(ccn2-c2ccc(F)cc2)n1CC(=O)N(CC)CC,i,-1.5,12
CC(C)[C@H](NC(=O)C1CCN(C(=O)[C@@H]2CCCN2)CC1)C(=O)NCc1ccc(F)cc1,i,-0.3,10
CCNc1nnc(CCn2nc(C)c(Br)c2C)s1,i,-0.5,0
COc1ccc(Br)cc1CNC(=O)Cn1nc(C)n2cccc2c1=O,i,0.1,19
COc1ccc(C(=O)CSc2n[nH]c(-c3ccncc3)n2)cc1[N+](=O)[O-],i,3.0,13
CCn1c(NCc2ccccn2)nc2c1c(=O)n(C)c(=O)n2C,i,0.2,7
Cc1ccc2c(CN3CCOCC3)cc(=O)oc2c1C,i,0.0,0
O=C(NC1CCCCC1)N(Cc1ccccc1)Cc1ccco1,-8.1*,-0.2,15

# 16 successive entries out of the list so far:
SMILES,KCNQ2 block,STK33 kinase inh,OX1R antag
COc1cc(NS(=O)(=O)c2ccc(NC(=O)c3ccco3)cc2)nc(OC)n1,i,-0.3,19
COc1ccc(C(=O)Nc2nc(-c3ccc(OC)cc3)c(-c3ccc([N+](=O)[O-])cc3)s2)cc1,i,-4.2,4
Cc1[nH]n(-c2ccccc2)c(=O)c1Sc1ccc(Cl)cc1,i,0.1,18
S=c1[nH]nc(-c2ccncc2)n1/N=C/c1cccc(Cl)c1,i,0.2,10
N#C/C(=C\c1ccc(N2CCOCC2)o1)c1ccccc1,i,-0.2,10
COCc1cc(CN(C)C(=O)C2CCC(=O)N(Cc3cccc(OC)c3)C2)[nH]n1 (stereo not given),i,-0.3,1
Cc1ccc(C(=O)Nc2ccc3c4c(cccc24)CC3)cc1[N+](=O)[O-],i,-0.2,36
Cc1c(OCc2ccccc2)c(=O)ccn1Cc1ccccc1,i,-1.8,-3
CCSc1nnc(NC(=O)CSc2nc3c(c(=O)n2CC)SC(C)C3)s1 (stereo not given),i,0.7,7
CCN(C(=O)COC(=O)c1nc2nc(C)cc(C)n2n1)C1CCCCC1,i,-0.7,12
Cc1ccn2nc(C(=O)OCC(=O)N(CC(C)C)C3CCS(=O)(=O)C3)nc2n1 (stereo not given),/,0.1,4
CCOC(=O)c1cc2c(ccn2-c2ccc(F)cc2)n1CC(=O)N(CC)CC,i,-1.5,12
CC(C)[C@H](NC(=O)C1CCN(C(=O)[C@@H]2CCCN2)CC1)C(=O)NCc1ccc(F)cc1,i,-0.3,10
CCNc1nnc(CCn2nc(C)c(Br)c2C)s1,i,-0.5,0
COc1ccc(Br)cc1CNC(=O)Cn1nc(C)n2cccc2c1=O,i,0.1,19
COc1ccc(C(=O)CSc2n[nH]c(-c3ccncc3)n2)cc1[N+](=O)[O-],i,3.0,13

# Other compounds follow:
SMILES,KCNQ2 block,STK33 kinase inh,OX1R antag
COc1cccc(C(C(=O)NC(C)(C)C)N(CC(C)C)C(=O)CCC(=O)Nc2cc(C)on2)c1OC (stereo not given),i,-0.9,24
O=C(NCC(c1cccs1)N1CCOCC1)c1cc2ccccc2o1 (stereo not given),i,-0.5,21
CCCCN(CCCC)S(=O)(=O)c1ccc2oc(C(=O)N3CCOCC3)c(C)c2c1,i,-0.3,8
COc1cc(OC)c2c(-c3ccccc3)cc(=O)oc2c1C(CCN1CCCC(C)C1)c1ccc(N(C)C)cc1 (stereo not given),i,0.7,32
Cn1c(CSc2nc3ccccc3s2)nc2ccccc21,i,-1.0,41*
Nc1nc(N2C(=O)C3CC=CCC3C2=O)nn1-c1ccccc1 (stereo not given),i,-5.4,2
Cc1cccc(N=C2SC(C)CN2C(=O)CN2C(=O)NC3(CCCC3)C2=O)c1 (stereo not given),i,-0.4,8
CCN1C(=O)c2ccccc2S(=O)c2ccc(C(=O)N3CCOCC3)cc21 (stereo not given),i,0.2,8
Cc1c(C)c2c(OCC(=O)N[C@@H](C(=O)O)c3ccccc3)cc3c(c2oc1=O)CCC(C)(C)O3,i,-1.3,18
Cc1ccc(NC(=O)C(=O)NCCCN2CCCC2=O)c(C)c1,i,0.7,12
COc1ccc(OC)c2sc(N(CCN(C)C)C(=O)c3cc(Cl)sc3Cl)nc12,i,-2.6,8
Cc1ccc(Cn2nnc3c(=O)[nH]c(C4CCCN(C(=O)Nc5ccc(F)cc5)C4)nc32)cc1 (stereo not given),i,/,9
